Bioassay records as filed in PubChem BioAssay.
OXTR agonist: human OXTR agonists, primary screen, fluorescence, CHO-OTR cells, Fluo-8 calcium. Fluo-8 calcium fluorescence; normalized: DMSO 0%, oxytocin 100%. 320,000 tested, 0.32% active. AID 2435, 2010. activation, % at 3 µM;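 active = activation above the mean of all tested compounds plus 3 SD, cutoff set per screening run, cut at about 20% in these data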;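 note: peak over basal fluorescence ratio from a 100 s FLIPR kinetic read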
Target sequence (P30559 whole entry, looked up): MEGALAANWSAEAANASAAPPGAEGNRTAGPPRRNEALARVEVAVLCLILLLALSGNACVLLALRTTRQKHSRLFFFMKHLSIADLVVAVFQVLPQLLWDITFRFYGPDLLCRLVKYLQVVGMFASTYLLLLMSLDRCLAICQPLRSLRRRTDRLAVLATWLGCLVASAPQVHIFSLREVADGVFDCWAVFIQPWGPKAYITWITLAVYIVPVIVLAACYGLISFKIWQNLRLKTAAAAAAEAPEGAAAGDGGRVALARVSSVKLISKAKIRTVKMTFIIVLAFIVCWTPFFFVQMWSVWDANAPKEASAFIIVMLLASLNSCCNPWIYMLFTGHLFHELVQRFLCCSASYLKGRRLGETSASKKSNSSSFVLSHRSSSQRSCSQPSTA
TAAR1 antagonist: human TAAR1 antagonists, primary screen, Fluo-8 calcium fluorescence, CHO RD-HGA16 cells; Trace amine-associated receptor 1 (Homo sapiens), Q96RJ0; antagonist; inhibition, % at 3 µM; 360,000 tested, 1.5% active; AID 624466, 2012;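 active = inhibition above a per-plate cutoff, the mean inhibition of test compounds on that plate plus 3 SD, cut at about 49% in these data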;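 note: 0% = DMSO plus EC80 beta-PEA response and 100% = DMSO alone without agonist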
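Material: RD-HGA16 CHO cells with stable hTAAR1 and Gα16; Dosing: single nominal final test compound concentration of 3 µM; Schedule: seeding 17-24 h prior, 75-min 37 °C, 30-min RT dye loading; Detection: kinetic Fluo-8 calcium fluorescence measurement; Measure: % inhibition from peak post-agonist over basal fluorescence ratio; Benchmarks: vehicle and agonist controls.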
CHO parental Ca: ATP-evoked calcium signal inhibitors, parental CHO, primary screen, counter-screen for OX1R antagonist project, cell-based, fluorescence, Fluo-8 calcium dye. parental CHO-K1, ATP-induced calcium, Fluo-8 fluorescence. inhibition, % at 5.6 µM. 330,000 tested, 0.63% active;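 active = inhibition above that plate's mean sample inhibition plus 3 SD, cut at about 26% in these data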;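 note: 0% = ATP-challenged DMSO wells and 100% = DMSO wells without ATP; some compounds past the cut are filed as inactive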
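Assay system: untransfected parental CHO cell line. Also added: ATP agonist challenge. Dosing: one dose, 5.6 µM nominal. Measured by: Fluo-8 fluorescence. Read-out: % inhibition. Benchmarks: ATP wells versus no-ATP DMSO wells. Repeats: no replicates.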
V1R ag counter: agonists of human V1a receptor, primary screen, counter-screen for OXTR agonist project, fluorescence, CHO-V1R cells; Vasopressin V1a receptor (Homo sapiens), P37288; Fluo-8 calcium fluorescence, agonist mode; 0% DMSO, 100% 3 nM vasopressin; activation, % at 3 µM; 320,000 tested, 0.25% active;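 active = activation above the mean activation of all tested compounds plus 3 SD, per screening run, cut at about 20% in these data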;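 note: signal is peak over basal fluorescence ratio across a 100 second FLIPR read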
Target sequence (P37288 whole entry, looked up): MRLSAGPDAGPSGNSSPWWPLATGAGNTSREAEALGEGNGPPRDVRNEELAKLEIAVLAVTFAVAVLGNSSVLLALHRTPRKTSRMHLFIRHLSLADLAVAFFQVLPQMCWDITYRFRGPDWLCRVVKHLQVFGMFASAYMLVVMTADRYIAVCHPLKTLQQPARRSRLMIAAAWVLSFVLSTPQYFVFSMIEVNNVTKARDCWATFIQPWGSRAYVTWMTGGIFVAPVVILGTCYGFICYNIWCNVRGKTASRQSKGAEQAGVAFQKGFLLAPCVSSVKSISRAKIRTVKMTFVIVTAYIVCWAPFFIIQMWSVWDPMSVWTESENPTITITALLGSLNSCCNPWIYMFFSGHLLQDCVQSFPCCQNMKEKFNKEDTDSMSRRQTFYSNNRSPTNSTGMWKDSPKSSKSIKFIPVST
CHO-K1 Ca ag: counter-screen for M1 agonists: effect in parental CHO-K1 cells. Fluo-8 calcium fluorescence; scaled to maximal ATP response, vehicle zero. AID 602248, 2012. activation, % at 3 µM. 360,000 tested, 0.48% active; in the data active = activation above about 15%;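 note: untransfected CHO-K1 host cells lacking M1 receptor as counterscreen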
M1 PAM parental: nonselective calcium activators in parental CHO-K1 cells, primary screen, counter-screen for M1 PAM project, cell-based, Fluo-8 calcium fluorescence, full deck, 1536-well; ATP EC20; 0% at ATP EC20, 100% at ATP max; activation, % at 3 µM; 360,000 tested, 0.02% active;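 active = activation above the run cutoff, the mean activation of all test compounds plus 3 SD, cut at about 40% in these data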;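 note: peak over basal fluorescence ratio in a 140 s read after ATP addition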
GPR7 antag: GPR7 receptor antagonists, primary screen, cell-based, fluorescence, single concentration; GPR7-expressing cells, fluorescence antagonist assay; inhibition, % at 4.4 µM; 290,000 tested, 1.1% active; AID 1861, 2009; in the data active = inhibition above about 16%, passing the limit was not always enough;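 note: cells stimulated with the agonist NPW; 0% = agonist with vehicle and 100% = vehicle without agonist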
OXTR potentiate: human OXTR potentiators, primary screen, fluorescence, CHO-OTR cells, Fluo-8 calcium; Oxytocin receptor (Homo sapiens), P30559; Fluo-8 calcium fluorescence, potentiator mode; 0% = oxytocin EC15, 100% = EC100; activation, % at 3 µM; 320,000 tested, 0.061% active; AID 2445, 2010;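 active = activation above that plate's cutoff, the mean activation of tested compounds plus 3 SD, cut at about 6.6% in these data, passing the limit was not always enough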;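 note: 100% uses oxytocin at 75 nM as the full agonist control; some results filed as inactive read as strong as hits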
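Material: human OTR in CHO cells. Compound: 3.0 µM, one dose. Timing: compound 6 min at room temperature before oxytocin, 100 s read. Evaluation: % activation of max/min ratio relative to oxytocin controls. Replication: single well per compound, singlicate. Signal: Fluo-8 calcium dye fluorescence.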
CHO-K1 Ca antag: nonselective inhibitor or artifact in parental CHO-K1 cells; ATP-induced calcium, Fluo-8 fluorescence; 360,000 tested, 0.6% active; inhibition, % at 3 µM;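 active = inhibition above a per-plate cutoff, the plate's mean sample inhibition plus 3 SD, cut at about 24% in these data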;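 note: 0% = DMSO plus EC80 ATP and 100% = DMSO alone without ATP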
The depositor's hits bear a star; nt = not tested or not shown.

SMILES	OXTR agonist	TAAR1 antagonist	CHO parental Ca	V1R ag counter	CHO-K1 Ca ag	M1 PAM parental	GPR7 antag	OXTR potentiate	CHO-K1 Ca antag
O=C(Nc1ccccn1)C1CCN(S(=O)(=O)c2ccc3c(c2)OCCO3)CC1	0.4	-16	-9	0.4	1.0	3	nt	0	-9
COc1ccc(-c2cc(-c3ccc(Cl)cc3)c(C#N)c(SCC(=O)O)n2)cc1	-0.1	12	10	0.8	2.0	16	0	-5	3
Cc1ccc(S(=O)(=O)N2CCC(=O)N(CCOCc3ccccc3C)CC2)cc1	-0.7	-4	-18	0.9	0.1	-6	2	-8	4
Cc1ccc(C2C(/C=C3/SC(=S)NC3=O)=C(c3cccs3)Oc3ccccc32)cc1 (stereo not drawn)	1.4	56*	8	-0.1	-0.4	-6	-4	-4	0
Cc1cccc(-c2oc3ccc(-c4ccc5c(c4)OCO5)cc3c2C(=O)OCc2ccc(O)cc2)c1	-0.6	0	-1	-0.5	-0.3	-24	-9	-9	12
COc1ccc(NS(=O)(=O)c2coc(C(N)=O)c2)cc1Cl	0.2	-9	0	1.6	0.0	17	0	3	-13
c1cnc2ccc(-n3ccnc3)cc2c1	nt	-4	nt	nt	-0.2	6	nt	nt	13
COc1cccc(-n2c(=O)[nH]cc(C(=O)Nc3ccc(NC(C)=O)cc3)c2=O)c1	1.1	5	-4	0.9	0.1	24	-9	3	-6
C=C(C)C(=O)Nc1cccc(C2=NOC3(C2)C[C@@H](C(N)=O)N(C(=O)c2cc([N+](=O)[O-])cc([N+](=O)[O-])c2)C3)c1 (stereo partly drawn)	-0.8	-1	-3	-0.2	0.1	7	nt	-5	-7
Cn1c2ccccc2c(=O)c2ccc(-c3ccc4c(c3)OCO4)cc21	-0.4	18	-21	0.0	0.5	-7	5	-7	-8
CCOC(=O)/C(C#N)=C/c1ccc(-c2ccsc2C(=O)OC)o1	0.9	16	-12	0.5	0.8	17	-1	-2	-2
CCCn1c(C(O)c2ccc(OC)cc2)nc2ccccc21 (stereo not drawn)	-0.2	-1	-16	0.3	0.3	0	-7	-14	5
CNC[C@H]1Oc2c(NS(=O)(=O)c3ccc(OC)cc3)cccc2C(=O)N([C@H](C)CO)C[C@@H]1C	0.3	-15	-10	0.8	2.9	9	nt	5	-9
CCOc1cc(/C=N/NC(=O)CSc2nnc(C)s2)ccc1OCc1ccccc1Cl	-0.5	23	1	-0.3	-0.4	3	-4	-4	3
Cc1nn2c(NCc3ccccn3)cc(C(C)(C)C)nc2c1-c1ccccc1	-1.7	-16	-25	-0.2	0.6	1	-17	-1	-9
COCCN(Cc1cc2cc(C)c(C)cc2nc1Cl)C(=O)N1CCOCC1	0.4	-16	-18	-0.2	1.2	17	2	-12	-12
Cc1nnc(NC(=O)C2CCCN(c3ncccn3)C2)s1 (stereo not drawn)	0.4	-11	-1	0.4	0.3	19	-6	-2	-4
CN(Cc1ccccc1)c1ccc(N2C(=O)CCCC2=O)cc1[N+](=O)[O-]	2.4	2	-2	3.4	4.0	4	-4	-5	3
COc1ccc2oc(C(=O)OCC(=O)NCC3CCCO3)c(C)c2c1 (stereo not drawn)	-0.4	-17	-14	-0.9	1.1	-20	nt	-6	2
COc1ccc(C2CC(=O)N3C(=C2C#N)SCC3(O)c2ccccc2)cc1 (stereo not drawn)	3.2	6	-8	4.0	1.2	-16	-8	-9	18
Cc1nnc(N/N=C/C2CC=CCC2)[nH]c1=O (stereo not drawn)	-1.6	7	-4	0.4	0.1	12	-7	0	-13
CCc1ccccc1NC(=O)CSc1nnc([C@@H](NC(=O)OC(C)(C)C)C(C)C)o1	-1.9	-11	-28	-0.9	0.1	2	2	-8	-9
Cc1ccc(C(=O)n2nnc3ccccc32)cc1	0.3	nt	0	0.3	nt	nt	-2	-15	nt
O=C(COCc1cc(-c2ccco2)on1)NC1CCCCC1	-1.2	-25	1	0.7	0.2	-19	11	-1	2
COc1ccc(/C=C/C(=O)OCC(=O)Nc2ccc(Cl)cn2)cc1	-0.1	9	18	0.3	0.3	12	3	-2	-10
CN(CC(=O)Nc1ccccc1Cl)C(=O)Cn1cc(C(F)(F)F)cc(Cl)c1=O	-1.2	10	-8	-0.7	0.2	-24	nt	4	2
Clc1ccc(CSc2nnc(-c3c[nH]c4ccccc34)o2)cc1	-0.3	27	-22	0.3	0.8	15	-3	-4	-7
O=C(CC1Sc2ccccc2NC1=O)NNc1ccc(Cl)c(Cl)c1 (stereo not drawn)	nt	31	nt	nt	-0.2	13	nt	nt	-13
COc1cc(OC)cc(-c2c(-c3ccc(F)cc3)c3cc(Br)ccc3n2C)c1	1.0	-15	-8	1.4	0.1	-2	nt	-2	-4
COC(=O)c1sccc1S(=O)(=O)Nc1ccc(N2CCCCC2)cc1	2.5	-20	-15	2.1	5.6	14	-3	-8	0

Another view of part of the listing above.
> Cc1ccc(C2C(/C=C3/SC(=S)NC3=O)=C(c3cccs3)Oc3ccccc32)cc1 (stereo not drawn)
  OXTR agonist: 1.4
  TAAR1 antagonist: 56*
  CHO parental Ca: 8
  V1R ag counter: -0.1
  CHO-K1 Ca ag: -0.4
  M1 PAM parental: -6
  GPR7 antag: -4
  OXTR potentiate: -4
  CHO-K1 Ca antag: 0

> O=C(COCc1cc(-c2ccco2)on1)NC1CCCCC1
  OXTR agonist: -1.2
  TAAR1 antagonist: -25
  CHO parental Ca: 1
  V1R ag counter: 0.7
  CHO-K1 Ca ag: 0.2
  M1 PAM parental: -19
  GPR7 antag: 11
  OXTR potentiate: -1
  CHO-K1 Ca antag: 2

The list continues.
SMILES	OXTR agonist	TAAR1 antagonist	CHO parental Ca	V1R ag counter	CHO-K1 Ca ag	M1 PAM parental	GPR7 antag	OXTR potentiate	CHO-K1 Ca antag
CCOc1ccc(/C=C2\CCc3ccccc3C2=O)cc1	-1.3	-6	-4	-0.6	0.6	4	-3	-12	-13
O=C1CC(c2ccc3c(c2)OCO3)c2cc3c(cc2N1)OCO3 (stereo not drawn)	1.0	2	-28	2.4	1.2	-1	9	-11	-2
COc1ccc2nc(Nc3nc(C)c(C(C)=O)s3)sc2c1	-2.5	0	-24	-1.8	0.5	-4	-6	-10	5
O=C(COC(=O)c1ccc(S(=O)(=O)N2CCOCC2)cc1)Nc1ccccc1OC(F)F	1.6	2	-1	0.8	2.7	10	nt	-10	-14
COc1cccc(N2CC(C(=O)Nc3ccc(F)cc3)CC2=O)c1 (stereo not drawn)	0.9	-19	-7	1.9	0.9	4	-12	-1	10
Oc1ccc(-c2cn3c(n2)SCC3)cc1O	-0.6	11	-7	-1.0	-0.2	-7	-7	-1	3
COc1ccc(NC(=O)CSc2nc(SC)ns2)c(OC)c1	-1.2	-2	-26	1.4	-0.7	-9	5	-8	2
N#Cc1c(/N=C/N2CCOCC2)sc2c1CCCCC2	0.0	9	-4	1.5	0.3	-1	-12	-11	8
CCOC(=O)c1sc(NC(=O)C2CC2)nc1C	-1.2	0	-1	-0.3	-0.2	14	-4	-6	-10
CS(=O)(=O)N1CCC(Oc2ccccc2C(=O)NC2CCCCCC2)CC1	-0.7	-11	-29	-0.4	-0.1	13	15	-18	-27
Cc1ccc(CNc2nc(N)c([N+](=O)[O-])c(NCc3ccccc3)n2)cc1	-0.9	-24	-13	0.0	0.1	19	-3	-8	-6
CC1CCN(C(=O)C2CCN(S(=O)(=O)c3cccc4nonc34)CC2)CC1	-1.1	2	-18	0.5	0.3	-5	3	2	-11
O=C(C[n+]1ccccc1)Nc1nc2ccccc2s1	0.6	-14	-6	-0.2	0.1	13	-11	-8	-13
Clc1ccc(-c2cn3cccnc3n2)cc1	-1.2	-4	-9	0.1	1.2	20	1	-7	-7
Cc1ccc2cc3cc(C(=O)N4CC(C)CC(C)C4)oc3nc2c1 (stereo not drawn)	-2.5	5	-38	-1.7	0.5	6	-13	-21	-9
CC(=O)C(Cc1ccccc1)NC(=O)CN1CCN(Cc2ccccc2)CC1 (stereo not drawn)	-1.4	11	-16	-0.4	0.5	14	3	-27	-16
CC(Sc1nc(N)cc(=O)[nH]1)C(=O)Nc1ccc(N2CCOCC2)cc1 (stereo not drawn)	nt	-12	nt	nt	0.7	31	nt	nt	-12
COc1ccc2c(c1)sc1nc(-c3ccccc3)cn12	-1.8	-14	-26	-0.7	1.0	17	5	-12	-17
Cc1ccc(S(=O)(=O)NCc2ccccc2)cc1C(=O)N1CCN(S(=O)(=O)c2ccccc2F)CC1	nt	2	nt	nt	2.7	-8	nt	nt	2
O=C(C1CCCN1S(=O)(=O)c1cccc2nsnc12)N1CCN(c2ccc(F)cc2)CC1 (stereo not drawn)	4.1	5	-7	4.4	4.2	15	-3	-4	-10
CCOC(=O)N/N=C/c1c(C)nn(-c2cccc(C(F)(F)F)c2)c1Cl	-2.8	16	-19	1.1	2.9	13	-7	-5	-9
O=C(NC(=S)N1CCN(C/C=C/c2ccccc2)CC1)c1ccco1	0.7	-4	-6	-0.8	0.1	4	-2	-15	-10
O=C(CN1CCC(n2nnc3ccccc32)CC1)NCc1cccs1	-0.1	1	-12	1.5	0.6	17	-8	0	-15
Cn1c(CNC(=O)CNC(=O)c2ccccc2)cc(=O)n(C)c1=O	1.2	-11	16	0.9	-0.1	-7	-11	0	-3
CNCC(=O)Nc1c(C)n[nH]c1C	-0.4	-1	-6	0.2	0.7	30	-13	5	-19
Cc1[nH]c2ccccc2c1SCC(=O)NC1CCCCC1	-0.1	-3	-12	0.6	1.0	-5	-6	-22	-8
COC(=O)c1ccc(Cn2c(C)c(C(=O)NCc3ccc(C#N)cc3)sc2=O)o1	nt	13	nt	nt	2.5	24	nt	nt	-4
CCCc1[nH]nc2c1C(c1ccc(OCCN3CCOCC3)c(OC)c1)C(C#N)=C(N)O2 (stereo not drawn)	0.4	2	2	0.8	0.4	-3	-2	-6	-5
COc1cccc(NC(=O)Nc2nnc(CC(=O)Nc3ccccc3)s2)c1	0.5	-12	-10	0.0	1.3	16	-7	-4	-11
CCOc1ccccc1NC(=O)COC(=O)c1nc2nccc(C)n2n1	-0.9	-21	-14	-0.8	-0.4	0	nt	2	-3
Clc1ccc(CN2CCN(/N=C/c3cccnc3)CC2)cc1	-1.0	1	-15	-0.2	1.2	-3	3	-12	-8
CC1(C)Cc2nc3sc4c(OCc5ccccc5)ncnc4c3cc2CO1	0.1	13	-20	1.1	0.4	-2	-7	-9	-4
Cc1cccc(C(=O)Nc2ccc(NC(=O)Cc3ccc(Cl)cc3)cc2)c1	-1.0	35	-2	0.3	0.2	13	-8	-3	4
